Source: PubChem BioAssay (National Center for Advancing Translational Sciences (NCATS))
Mito fusion act – mitochondrial division inhibition or fusion activation | S. cerevisiae fusion-defective mutant growth rescue, CellTiterGlo 48 h | Potency, µM (titrated, usually from 46.1 µM), inactives show top-dose growth rescue (activation), usual class: activators | 0.23% of 320,000 active | AID 485298;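 further: potency means the concentration at half of the fitted maximal effect; % of control where 0% means no effect; nearly all actives have a fitted effect of over 45% in size; temperature-sensitive fusion mutants such as fzo1-1 at 37 °C on non-fermentable ethanol glycerol medium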
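Growth-rescue viability read-out: after 48 h at the non-permissive 37C in glycerol/ethanol YPEG, yeast mitochondrial fusion mutants are measured by CellTiterGlo luminescence; compounds (23 nl pinned per well) restoring growth score as division inhibitors or fusion activators.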
MBNL1 CUG block – MBNL1-poly(CUG) RNA binding inhibition | TR-FRET MBNL1-His/biotin-(CUG)12 binding, 665/545 ratio | 0.036% of 280,000 active | Potency, µM (doses to about 57.5 µM), for the others: at the top dose activity change, negative = inhibition, usual class: inhibitors | Q9NR56; active means well fitted inhibition curve with a large enough effect in the signal ratio, with a control signal flat, not every such curve was filed as active; inconclusive means small, poorly fitted or top-dose-only effect, or effect the other way, or a change in a side signal; inactive means no such curve, though single readings can be large or run the other way; the % refers to the signal ratio; further: potency means the concentration at half of the fitted maximal effect; on the % scale 0 is the no-effect control and ±100 the full control effect
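TR-FRET between His-tagged MBNL1 and biotin-(CUG)12 RNA, detected with Tb anti-His antibody (0.055 ng/ul) and streptavidin-XL665 (5 nM), 60 min at room temperature. Compounds titrated 92 nM to 58 uM; 665/545 nm ratio normalized to buffer and complex controls.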
BCR signal inh – chronic active BCR signaling inhibition; ABC-DLBCL IkBa-CBG/CBR reporter, luminescence ratio, 4 h; Potency, µM (highest dose often 46.1 µM), inactives show top-dose ratio change, negative = lower green/red ratio, most hits filed as inhibitors; 0.05% of 340,000 active; AID 493014; active means well fitted inhibition curve with a large enough effect in the signal ratio, with a control signal flat, not every such curve was filed as active; inconclusive means small, poorly fitted or top-dose-only effect, or effect the other way, or a change in a side signal; the % refers to the signal ratio;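 further: potency means the concentration at half of the fitted maximal effect; plate controls were basal doxycycline-induced cells for no effect and cells given 10 µM MG132 for full effect; MG132 reads +100%, hits lower the ratio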
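Concentration-response series (up to 46 uM) were applied to TMD8 dual-reporter cells for 4 h at 37C with doxycycline. Green/red ratio, after filter-overlap correction, defined %Activity; red signal alone was normalised to basal cells and zero luminescence.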
Menin MLL FP TR – menin-MLL binding inhibition, Texas Red mutant peptide; O00255; Menin + Texas Red MLL mutant peptide, fluorescence polarization; Potency, µM (top dose mostly 61.6 µM), without a hit: at the top dose FP activity change, negative = inhibition, actives largely listed as inhibitors; 0.23% of 270,000 active; active means well fitted inhibition curve with a large enough effect in the polarisation, with a control signal flat, not every such curve was filed as active; inconclusive means small, poorly fitted or top-dose-only effect, or effect the other way, or a change in a side signal; inactive means no such curve, though single readings can be large or run the other way; the % refers to the polarisation; further: potency means the concentration at half of the fitted maximal effect; % of control where 0% means no effect; many of its hits are not listed in these tables
Target sequence (O00255 whole entry, looked up): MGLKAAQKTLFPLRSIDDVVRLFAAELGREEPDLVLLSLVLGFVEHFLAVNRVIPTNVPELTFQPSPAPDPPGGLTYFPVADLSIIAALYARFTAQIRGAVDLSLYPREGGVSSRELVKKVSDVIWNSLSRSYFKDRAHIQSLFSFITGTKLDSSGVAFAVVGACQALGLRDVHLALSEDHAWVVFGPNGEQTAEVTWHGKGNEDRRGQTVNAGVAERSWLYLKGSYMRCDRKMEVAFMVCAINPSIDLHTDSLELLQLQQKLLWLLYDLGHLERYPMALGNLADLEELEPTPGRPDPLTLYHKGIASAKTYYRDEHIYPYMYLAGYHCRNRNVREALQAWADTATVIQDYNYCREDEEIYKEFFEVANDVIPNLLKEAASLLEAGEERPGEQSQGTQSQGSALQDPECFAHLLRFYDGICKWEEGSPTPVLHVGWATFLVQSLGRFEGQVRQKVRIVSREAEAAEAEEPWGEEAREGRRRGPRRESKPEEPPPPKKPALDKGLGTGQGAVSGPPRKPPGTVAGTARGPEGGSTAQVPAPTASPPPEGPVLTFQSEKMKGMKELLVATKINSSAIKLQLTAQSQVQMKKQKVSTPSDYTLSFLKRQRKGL
PKM2 activator – increases activity of human pyruvate kinase M2; purified PKM2, Kinase-Glo ATP luminescence, activation; response scale: 0% is enzyme alone, no compound; Potency, µM (series often up to 57.5 µM), without a hit: top-dose activation, actives largely listed as activators; 0.34% of 260,000 active; AID 1631; P14618; further: potency means the concentration at half of the fitted maximal effect; on the % scale 0 is the no-effect control and ±100 the full control effect; nearly all actives have a fitted effect of over 55% in size
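ATP formation by purified human PK-M2, quantified via coupled luciferase luminescence after 1 h at room temperature with 0.1 mM ADP and 0.5 mM PEP final.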
hERG WT inh – KCNH2 (human, wildtype) channel inhibition. Q12809. U2OS, BacMam KCNH2, thallium flux FluxOr; active compounds read low. activity change, % at 1.84 µM. 0.37% of 340,000 active;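 active means maximum activity change below -70%; inconclusive means maximum activity change between -70% and -50%; inactive means maximum activity change above -50%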; further: on the % scale 0 is the no-effect control and ±100 the full control effect
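U2OS cells were transduced with wild-type KCNH2 virus (2.03 x 10^8 / mL) for 4 h at room temperature, then cultured overnight at 37 C. Thallium flux was read with FluxOr dye. Rate constants were normalized to DMSO controls.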
TSHR antagonist – blocks TSH signaling through the human TSH receptor; P16473; activity change, negative = inhibition, % at 11.5 µM; TSHR-expressing cells, TSH-stimulated cAMP HTRF, 2 h; active compounds read low; 0.2% of 330,000 active; AID 504810;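 active means activity change below a set negative limit, meaning inhibition stronger than a set level, cut at about -70% in these data; inconclusive means activity change between two set negative limits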; further: on the % scale 0 is the no-effect control and ±100 the full control effect
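Inhibition of cAMP made by TSHR-expressing cells under TSH stimulation (4nM final, EC80; 2 h, 37 deg C) is quantified with a one-step lysis HTRF kit, anti-cAMP cryptate versus cAMP-d2.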
ASM inhibitor – blocks human secretory acid sphingomyelinase | 0.006% of 340,000 active | Potency, µM (series often up to 57.5 µM), for the others: at the top dose activity change, negative = inhibition, actives largely listed as inhibitors | AID 504937 | P17405 | placental ASM, HMU-PC fluorogenic substrate, 60 min; further: potency means the concentration at half of the fitted maximal effect
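qHTS format. ASM enzyme prepared from human placenta hydrolyses the fluorogenic substrate HMU-PC0 (9 uM final) over 60 min at 37 °C after a 10 min compound preincubation.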
Eya2 phos inh – Eya2 (human) phosphatase inhibition; O00167; recombinant Eya2, OMFP fluorescence dephosphorylation (OMFP is methylfluorescein phosphate); Potency, µM (top dose mostly 76.9 µM), for inactives: top-dose activity, negative = inhibition, actives largely listed as inhibitors; 0.006% of 330,000 active; further: potency means the concentration at half of the fitted maximal effect; on the % scale 0 is the no-effect control and ±100 the full control effect
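Eya2 (0.2 uM) preincubated 10 min at ambient with compound, then OMFP substrate added at 50 uM; 10 min reaction in 50 mM HEPES pH 7.5, 50 mM NaCl, 5 uM MgCl2, 0.05% BSA, 1 mM DTT. Fluorescence read at Ex 485/Em 525 nm.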
USP2a inh – USP2a (human) protease inhibition | USP2 core, Ub-CHOP2 coupled fluorogenic reporter, 485/531 | Potency, µM (top dose mostly 38.3 µM), without a hit: at the highest dose activity change, negative = inhibition, actives largely listed as inhibitors | 0.01% of 330,000 active | AID 463254;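 further: potency means the concentration at half of the fitted maximal effect; plate controls were DMSO wells for no effect and full inhibition by NEM control for full effect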
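Deubiquitinase activity read as fluorescence (485/531 nm) after Ub-CHOP2 cleavage activates the enterokinase reporter on its substrate; USP2 core 10nM, Ub-CHOP2 and substrate 25nM each, 30min compound preincubation then 60min RT; data normalized to NEM, curves fitted.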
GALK inhibitor – blocks human galactokinase activity; 0.007% of 270,000 active; Purified GALK, Kinase-Glo residual ATP luminescence; Potency, µM (top dose mostly 57.5 µM), for the others: top-dose activity change, negative = inhibition, actives largely listed as inhibitors; AID 1868; further: potency means the concentration at half of the fitted maximal effect; on the % scale 0 is the no-effect control and ±100 the full control effect
Target sequence (P51570 whole entry, looked up): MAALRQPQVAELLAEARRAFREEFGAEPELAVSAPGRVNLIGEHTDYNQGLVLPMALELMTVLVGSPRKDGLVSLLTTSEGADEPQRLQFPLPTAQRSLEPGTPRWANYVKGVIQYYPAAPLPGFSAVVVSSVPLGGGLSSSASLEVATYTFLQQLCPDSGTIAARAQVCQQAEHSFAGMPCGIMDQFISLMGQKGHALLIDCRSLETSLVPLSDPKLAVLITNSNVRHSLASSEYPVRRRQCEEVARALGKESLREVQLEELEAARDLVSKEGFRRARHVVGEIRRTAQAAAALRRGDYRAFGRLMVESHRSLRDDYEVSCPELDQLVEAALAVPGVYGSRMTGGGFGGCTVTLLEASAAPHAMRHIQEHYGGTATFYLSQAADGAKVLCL
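Quantitative HTS: GALK 5 nM, ATP 35 uM, galactose 100 uM, 1 h room temperature, then luciferase-based ATP detection.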
* = called active by the depositor; ? = inconclusive; · = no result given; [ ] = another dose, or the depositor's remark. Unless noted, the call rests on the fitted dose curve; in most records, active means well fitted curve in the direction sought with a large enough effect; inconclusive means small, poorly fitted or top-dose-only effect, or another doubt; inactive means no such curve, though single readings can be large; an effect the other way counts as inactive or inconclusive.

SMILES	Mito fusion act	MBNL1 CUG block	BCR signal inh	Menin MLL FP TR	PKM2 activator	hERG WT inh	TSHR antagonist	ASM inhibitor	Eya2 phos inh	USP2a inh	GALK inhibitor
N#Cc1ccc(NC(=O)c2sc3cc(C(F)(F)F)cnc3c2-c2cccs2)cc1	-1%	?	5%	1%	-9%	0	-9	42%	-21%	4%	4%
Cn1c(COc2ccccc2)nnc1SCC(=O)NNC(=O)C1CCCCC1	-2%	13%	-18%	-11%	-4%	-10	9	-1%	6%	-2%	5%
Cc1c(C)n2c(SCC(=O)Nc3ccc4c(c3)OCCO4)nnc2[nH]c1=O	3%	·	3%	·	·	2	7	3%	-7%	-1%	·
COc1ccc(-n2c(Cc3cccn3C)nnc2SCC(=O)Nc2ccc(C)cc2)cc1	1%	3%	4%	1%	1%	-18	-5	-1%	0%	1%	-1%
Cc1ccc(NC(=O)CNC(=O)c2ccc(Br)o2)nc1	0%	·	10%	·	·	0	-20	3%	-21%	-5%	·
COC(=O)c1ccc(CNC(=O)c2ccc(S(=O)(=O)N3CCCC(C)C3)cc2)cc1 (stereo unspecified)	3%	·	4%	·	·	9	3	-1%	-3%	1%	·
CCc1cccc2c1NC(=O)C2(O)N1CCCC(C)C1 (stereo unspecified)	1%	13%	-1%	-9%	1%	4	-9	-1%	5%	0%	-2%
Cc1ccc(S(=O)(=O)N2CC3CCCN3c3ccc(C(F)(F)F)cc32)cc1 (stereo unspecified)	1%	1%	8%	9%	3%	0	-17	-1%	-19%	2%	-2%
CCOC(=O)c1c(C)[nH]c(N=Nc2cccc(C)c2)c1C	-10%	-20%	18%	·	-9%	4	-48	-24%	-31%	-16%	-3%
Cc1ccc(O)c(C(=O)c2cnc3c(c2)COc2ccccc2-3)c1	29%	9%	?	17%	-10%	3	7	-7%	0%	-11%	-3%
COc1ccc(NC(=S)N(Cc2ccc(Cl)cc2)Cc2ccc(C(=O)O)cc2)cc1Cl	4%	8%	19%	?	-3%	·	-3	-1%	-21%	-7%	3%
O=C(CNC(=O)N1CC(=O)Nc2ccccc21)NCc1ccccc1	2%	-6%	-8%	·	·	-19	0	-1%	0%	-1%	4%
O=C(COc1ccc2ccccc2c1)Nc1cccc(C(=O)Nc2ccccc2C(=O)O)c1	-8%	·	?	?	-2%	-2	-18	8%	-8%	-2%	-4%
Cc1cc(C(=O)N/N=C/c2cccc(OC(=O)c3ccco3)c2)n[nH]1	1%	16%	?	25%	-1%	-1	-4	-14%	-1%	2%	·
COc1ccc(CCNC(=O)CNC(=O)c2ccccc2Br)cc1OC	-1%	-1%	?	·	·	-4	3	8%	4%	7%	5%
COc1ccccc1/C=C/C=N/n1c(-c2ccncc2)n[nH]c1=S	0%	2%	?	6%	-4%	-10	-10	-1%	4%	3%	1%
Cc1ccc(SCC(=O)Nc2ccc3c(c2)OCCO3)cc1	-5%	7%	-3%	16%	1%	3	1	2%	0%	0%	2%
Cc1ccc(C(C)C)cc1S(=O)(=O)Nc1ccncc1	-1%	-13%	4%	-10%	·	19	-3	1%	1%	8%	3%
CN(C)S(=O)(=O)c1cccc(NC(=O)CNCC2CCCCC2)c1	-6%	-2%	-1%	-21%	12%	·	-5	0%	-5%	3%	-2%
COc1ccc(O)c(C(=O)c2cnc3c(c2)c(=O)[nH]c(=O)n3C)c1	-2%	25%	-1%	-7%	5%	-7	-9	8%	-3%	-2%	-3%
Cc1cc(=O)[nH]c2ccc(Cl)cc12	-3%	-5%	?	3%	-15%	4	33	2%	6%	1%	-2%
COc1ccc(C(CCNCc2ccccc2F)c2ccc(F)cc2)cc1 (stereo unspecified)	-12%	·	-14%	-19%	-6%	5	-2	4%	-21%	0%	-4%
COc1ccc(C(=O)N2N=C(c3cccs3)CC2c2ccccc2O)cc1 (stereo unspecified)	?	?	?	·	·	18	23	-20%	4%	-11%	4%
CS(=O)(=O)N1CCN(c2ccc(NC(=O)c3ccc(Br)o3)cc2)CC1	1%	7%	5%	7%	-8%	12	9	0%	14%	1%	0%

A portion from further up:
SMILES	Mito fusion act	MBNL1 CUG block	BCR signal inh	Menin MLL FP TR	PKM2 activator	hERG WT inh	TSHR antagonist	ASM inhibitor	Eya2 phos inh	USP2a inh	GALK inhibitor
O=C(COc1ccc2ccccc2c1)Nc1cccc(C(=O)Nc2ccccc2C(=O)O)c1	-8%	·	?	?	-2%	-2	-18	8%	-8%	-2%	-4%
Cc1cc(C(=O)N/N=C/c2cccc(OC(=O)c3ccco3)c2)n[nH]1	1%	16%	?	25%	-1%	-1	-4	-14%	-1%	2%	·
COc1ccc(CCNC(=O)CNC(=O)c2ccccc2Br)cc1OC	-1%	-1%	?	·	·	-4	3	8%	4%	7%	5%
COc1ccccc1/C=C/C=N/n1c(-c2ccncc2)n[nH]c1=S	0%	2%	?	6%	-4%	-10	-10	-1%	4%	3%	1%
Cc1ccc(SCC(=O)Nc2ccc3c(c2)OCCO3)cc1	-5%	7%	-3%	16%	1%	3	1	2%	0%	0%	2%
Cc1ccc(C(C)C)cc1S(=O)(=O)Nc1ccncc1	-1%	-13%	4%	-10%	·	19	-3	1%	1%	8%	3%
CN(C)S(=O)(=O)c1cccc(NC(=O)CNCC2CCCCC2)c1	-6%	-2%	-1%	-21%	12%	·	-5	0%	-5%	3%	-2%

Further results follow.
SMILES	Mito fusion act	MBNL1 CUG block	BCR signal inh	Menin MLL FP TR	PKM2 activator	hERG WT inh	TSHR antagonist	ASM inhibitor	Eya2 phos inh	USP2a inh	GALK inhibitor
COc1ccccc1OCCN1C(=O)S/C(=C\c2ccco2)C1=O	3%	?	-3%	?	-9%	-8	-12	-6%	-14%	-1%	3%
Nn1cnn(Cc2ccccc2)c1=S	-1%	1%	8%	-17%	4%	-6	-4	6%	13%	1%	-5%
COC(=O)c1cc(OC)c(OC)cc1NC(=O)Nc1ccccc1OC	1%	8%	0%	0%	-5%	0	0	10%	-6%	-8%	3%
COc1ccc(-n2c(=S)[nH]c3cc(C(=O)N(C)Cc4ccccc4)ccc3c2=O)cc1	-3%	7%	0%	2%	·	12	-3	-6%	-4%	1%	-2%
COc1ccc(/C=N\NC(=O)c2nn(C)cc2Cl)cc1CN1CCOCC1	-3%	7%	-10%	-8%	-1%	-3	29	3%	0%	3%	3%
O=C(CSc1c2c(nc3cc(Cl)ccc13)CCCC2)NCc1ccco1	-8%	26%	?	·	8%	5	-7	3%	?	-4%	-5%
Cc1cc(C)c2nc(N3CCCC3)c(C#N)cc2c1	1%	2%	0%	-1%	8%	3	-6	78%[activator]	-14%	-1%	12%
COCC(C)NC(=O)c1cc(S(=O)(=O)N2CCCCC2)ccc1N1CCOCC1 (stereo unspecified)	10%	-14%	5%	·	-1%	-3	31	4%	5%	-5%	6%
Cc1cnnc2c1-c1no[n+]([O-])c1CC2	-6%	16%	·	2%	4%	2	·	3%	·	·	-4%
COc1ccc(NS(=O)(=O)c2c(C)n(C)c(=O)n(C)c2=O)cc1OC	-2%	3%	-2%	-1%[11.7 µM]	0%	-12	7	1%	1%	1%	3%
O=C(NCCN1CCN(c2ccccc2)CC1)c1ccc2c(c1)[nH]c(=S)n1c3ccccc3nc21	2%	5%	16%	12%	-4%	6	-3	16%	9%	0%	-1%

A portion of the library; the hit share may differ from the screen's.
